Bioassay records (PubChem BioAssay)
core dimer inh – blocks dimerization of HCV core protein. TR-FRET GST/Flag-core106 dimerization, 1536-well. inhibition, % at 5 µM. 300,000 compounds, 0.33% hits;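 active = inhibition above the mean of all tested compounds plus 3 SD, set per screening campaign, cut at about 45% in these data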
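Test system: GST/Flag-tagged HCV core106 proteins; Medium: KF-containing HEPES buffer, pH 7.45, DTT, CHAPS, BSA; Times: compound-protein-antibody incubation 4 h at 22.5 °C; Detection: TR-FRET 671 and 617 nm emission; Benchmarks: wells lacking GST-core106 and wells with excess unlabelled core106.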
TPT1 inhibitor – blocks Candida albicans tRNA 2'-phosphotransferase. recombinant caTPT1, FP RNA substrate dephosphorylation. 300,000 compounds, 0.81% hits. AID 1962. inhibition, % at 5 µM;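 active = inhibition above the mean of all tested compounds plus 3 SD, set per screening campaign, cut at about 24% in these data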;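 note: plate controls were DMSO alone for no effect and ferristatin control at 100 nM for full effect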
PP5 inh – inhibitors of human protein phosphatase 5 (PP5). P53041. purified PP5c, OMFP substrate fluorescence. inhibition, % at 6.7 µM. 320,000 compounds, 0.18% hits;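 active = inhibition above the campaign's mean inhibition across all tested compounds plus 3 SD, cut at about 9.5% in these data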;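 note: 0% = DMSO only and 100% = 100 µM cantharidin control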
Target sequence (P53041 whole entry, looked up): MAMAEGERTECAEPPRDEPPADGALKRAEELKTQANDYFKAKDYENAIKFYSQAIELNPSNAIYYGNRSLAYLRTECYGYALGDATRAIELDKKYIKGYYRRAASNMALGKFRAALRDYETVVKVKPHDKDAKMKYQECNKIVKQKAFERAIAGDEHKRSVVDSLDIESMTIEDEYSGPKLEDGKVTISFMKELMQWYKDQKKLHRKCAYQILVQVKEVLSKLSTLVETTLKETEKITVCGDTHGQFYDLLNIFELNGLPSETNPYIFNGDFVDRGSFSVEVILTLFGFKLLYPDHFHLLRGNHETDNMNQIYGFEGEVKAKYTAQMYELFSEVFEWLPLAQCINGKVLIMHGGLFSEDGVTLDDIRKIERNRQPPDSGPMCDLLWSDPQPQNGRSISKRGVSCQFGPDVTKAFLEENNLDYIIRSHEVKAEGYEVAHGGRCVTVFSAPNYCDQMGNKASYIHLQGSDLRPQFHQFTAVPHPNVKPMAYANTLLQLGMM
Fh CTSL1 inh – cathepsin L1 inhibition, PFM18AAP counter-screen; 300,000 compounds, 0.49% hits; inhibition, % at 5.96 µM; recombinant F. hepatica cathepsin L1, Z-Leu-Arg-MCA fluorescence;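 active = inhibition above the mean of all tested compounds plus 3 SD, set per screening campaign, cut at about 17% in these data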;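 note: 0% = plate median of test compound wells and 100% = 1 µM Z-Phe-Ala-diazomethylketone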
PP1 inh – PP1-alpha (human) inhibition in PP5 counter-screen; purified PP1alpha, OMFP fluorescence; 320,000 compounds, 0.9% hits; P62136; inhibition, % at 6.7 µM;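 active = inhibition above the mean inhibition of all tested compounds plus 3 SD, computed separately for each screening campaign, cut at about 15% in these data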
Target sequence (P62136 whole entry, looked up): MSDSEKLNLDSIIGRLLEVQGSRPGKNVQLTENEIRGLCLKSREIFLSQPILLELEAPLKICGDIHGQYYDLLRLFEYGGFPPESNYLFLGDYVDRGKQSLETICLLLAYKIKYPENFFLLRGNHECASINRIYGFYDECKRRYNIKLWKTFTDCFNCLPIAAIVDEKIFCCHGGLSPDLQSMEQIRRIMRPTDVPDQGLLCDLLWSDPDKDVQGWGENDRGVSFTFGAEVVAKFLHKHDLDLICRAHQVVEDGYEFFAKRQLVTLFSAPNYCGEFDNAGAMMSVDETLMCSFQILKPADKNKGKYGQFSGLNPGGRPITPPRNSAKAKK
GASC-1 inh – blocks human GASC-1 demethylase activity; Q9H3R0; GST-JMJD2C(1-420) H3K9me3 demethylation, DELFIA europium; inhibition, % at 2.35 µM; 330,000 compounds, 0.069% hits; AID 2099;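 active = more than half of a compound's replicate wells show inhibition beyond 50%, single wells judged on their own value; inconclusive = some, but no more than half, of replicates pass 50% inhibition; inactive = no replicate passes 50% inhibition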;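 note: signal counts dimethyl H3K9 product captured on neutravidin plate; 0% = median of DMSO wells and 100% = 0.3 times that DMSO median; strong numbers were not always called active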
procasp7 counter – counter-screen for procaspase-3 activators: activators of human procaspase-7. P55210. 330,000 compounds, 0.093% hits. AID 463210. recombinant procaspase-7, Ac-DEVD-pNA absorbance 405 nm; D23A/D198A/D206A triple mutant, cannot self-cleave; scale: DMSO 0, 5 µM enzyme 100. activation, % at 8.5 µM;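 active = percent activation above the screen-wide mean plus 3 SD, cut at about 25% in these data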
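Test system: Procaspase-7 triple mutant (PC-7 D3A). Also added: Ac-DEVD-pNA substrate, 400 µM as added. Schedule: 1 h enzyme–compound preincubation and 2 h substrate reaction, both 25 °C. Signal: p-Nitroaniline absorbance at 405 nm, read at 0 and 120 min. Control set: low DMSO alone, high DMSO plus 5 µM PC-7.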
Efflux pump inh – antifungal efflux pump inhibition, Nile Red retention; S. cerevisiae Candida pump triplex; inhibition, % at 10 µM; 330,000 compounds, 0.44% hits;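 active = plate passing quality check with inhibition over a set limit, or well fluorescence over plate mean plus 4 SD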;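 note: Nile Red retained in pooled yeast measured as flow cytometry median fluorescence; 0% = buffer negative control and 100% = Enniatin B positive control; higher means more Nile Red kept so more efflux inhibition; some compounds called inactive have numbers as strong as hits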
proCasp3 act – activators of human procaspase-3; recombinant procaspase-3 D3A, Ac-DEVD-pNA absorbance 405 nm; P42574; 330,000 compounds, 0.11% hits; activation, % at 8.5 µM;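 active = activation above the mean of all tested compounds plus 3 SD, cut at about 21% in these data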;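 note: 0% = DMSO alone and 100% = DMSO wells spiked with extra 5 µM PC-3 D3A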
Target sequence (P42574 whole entry D9A/D28A/D175A): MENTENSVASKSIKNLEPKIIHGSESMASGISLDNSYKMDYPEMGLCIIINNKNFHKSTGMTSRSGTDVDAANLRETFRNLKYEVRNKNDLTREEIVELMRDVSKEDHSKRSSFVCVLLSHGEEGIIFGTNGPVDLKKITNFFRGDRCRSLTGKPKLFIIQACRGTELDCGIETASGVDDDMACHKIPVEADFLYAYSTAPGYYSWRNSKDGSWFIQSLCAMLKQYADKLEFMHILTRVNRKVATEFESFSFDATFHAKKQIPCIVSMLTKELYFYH
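Assay system: Autoprocessing-dead procaspase-3 D3A mutant enzyme; also added: Ac-DEVD-pNA; doses: one concentration, 8.5 µM nominal, 0.8% DMSO; times: 1 h compound preincubation, 2 h substrate hydrolysis at 25 °C; technique: 405 nm absorbance of p-nitroaniline, reads at 0 and 120 min; measure: % activation between DMSO and enzyme-spiked controls; repeats: single replicate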
The depositor's hits bear a star; u = inconclusive; x = not tested or not shown.

SMILES	core dimer inh	TPT1 inhibitor	PP5 inh	Fh CTSL1 inh	PP1 inh	GASC-1 inh	procasp7 counter	Efflux pump inh	proCasp3 act
Clc1ccc(CN2CCN(c3ncnc4scc(-c5cccs5)c34)CC2)cc1	6	1	0.1	1	-6	10	7	-0.1	-5
CCOc1ccc2nc(NC(=O)Nc3ccccc3)sc2c1	1	-4	1.7	1	1	u	7	0.1	-5
CN(C)C=NC(=O)c1cc(C(=O)c2ccccc2)c[nH]1	-1	-5	2.1	-1	-1	-2	6	-0.1	8
Cc1ccc(-n2nc(C)c3c2OC(N)=C(C#N)C3c2ccoc2)cc1 (stereo unspecified)	0	-4	0.9	1	-2	1	13	0.0	-2
COc1ccc(OC)c2[nH]c(=O)c(CCNS(=O)(=O)c3ccccc3)cc12	-5	0	2.1	2	1	2	-6	-0.1	-1
COC(=O)c1c(-c2c(Cl)cccc2Cl)noc1C(=O)NNC(=O)N(C)C	-1	2	-1.0	0	-2	-19	-4	0.4	6
Cc1ccc(SCCCCN2CCNCC2)cc1	-9	-1	0.5	1	3	-2	-18	0.2	-4
CCOC(=O)c1ccc(N2C(=O)CC(N3CCC(Nc4ccc(F)cc4)CC3)C2=O)cc1 (stereo unspecified)	-3	0	1.8	4	-2	20	-10	0.0	-15
N=C(N)c1ccc(O)cc1	1	-3	1.2	-3	-1	4	-12	-0.1	1
COc1ccccc1OCCn1ccnc1	-1	1	5.5	-4	1	5	-11	0.3	4
O=C(NNc1c2ccccc2nc2ccccc12)c1ccccc1Cl	-30	-3	-6.5	18*	-3	-2	-14	-0.2	-11
COc1cc(CNCc2cccs2)cc(Br)c1OC	-4	1	4.3	-3	-4	-2	2	0.3	2
O=C(CCc1nnc2n(Cc3ccc(Cl)cc3)c(=O)c3ccccc3n12)N1CCN(c2ccccn2)CC1	17	1	2.9	-2	9	0	-4	0.7	2
COCCCN(Cc1ccccn1)S(=O)(=O)Cc1ccccc1	4	-3	0.1	-1	-1	-3	6	0.0	-1
CC(Nc1cc(N2CCOCC2)ccc1[N+](=O)[O-])c1ccccc1 (stereo unspecified)	-1	-1	1.3	2	2	7	-16	-0.1	-51
FC(F)Oc1ccc(/C=N/NC(=S)Nc2cc(C(F)(F)F)ccc2Cl)cc1	0	3	2.0	4	-3	0	-2	-0.1	-1
COc1ccc(S(=O)(=O)N2CCOCC2)cc1NC(=O)CSc1nnc(C2CC2)n1N	-1	4	-3.3	2	-1	-62	-11	0.1	-6
O=C(COc1cc2oc(=O)c3c(c2cc1Cl)CCCC3)N1C[C@H]2C[C@@H](C1)c1cccc(=O)n1C2	9	0	3.1	1	-2	1	4	-0.3	7
CC(=O)Nc1ccc2c3c(cccc13)CC2	3	1	-2.1	-2	2	0	-6	0.3	-10
C/C(=N\OCc1ccccc1C#N)c1cc2ccccc2o1	-2	-5	0.3	2	0	9	6	0.1	-1
Cc1ccc(C(=O)NCC(=O)OCC(=O)NC2CCS(=O)(=O)C2)cc1C (stereo unspecified)	-2	-8	0.2	-12	0	-4	-5	-0.2	-2
COc1ccc(-c2cc(C(=O)NCc3ccco3)c3ccccc3n2)cc1	8	0	3.0	5	1	3	-32	0.1	-22
Nc1nc(-c2ccc(NC(=O)c3ccco3)cc2)cs1	11	2	0.7	1	4	8	2	-2.4	3
COc1cc(NC(=O)C(=O)NNC(=O)C2CCCCC2)c(OC)cc1Cl	-5	2	0.7	4	-3	1	0	0.1	5
Cc1c(=O)n(OCc2ccccc2F)c2ccccc2[n+]1[O-]	0	0	3.2	-7	-3	-1	20	0.0	1

Full records, looked up by structure. Order of screens: core dimer inh	TPT1 inhibitor	PP5 inh	Fh CTSL1 inh	PP1 inh	GASC-1 inh	procasp7 counter	Efflux pump inh	proCasp3 act
`FC(F)Oc1ccc(/C=N/NC(=S)Nc2cc(C(F)(F)F)ccc2Cl)cc1` is entered as 0	3	2.0	4	-3	0	-2	-0.1	-1
`N=C(N)c1ccc(O)cc1` is entered as 1	-3	1.2	-3	-1	4	-12	-0.1	1
`COC(=O)c1c(-c2c(Cl)cccc2Cl)noc1C(=O)NNC(=O)N(C)C` is entered as -1	2	-1.0	0	-2	-19	-4	0.4	6
`COCCCN(Cc1ccccn1)S(=O)(=O)Cc1ccccc1` is entered as 4	-3	0.1	-1	-1	-3	6	0.0	-1
`COc1ccc(-c2cc(C(=O)NCc3ccco3)c3ccccc3n2)cc1` is entered as 8	0	3.0	5	1	3	-32	0.1	-22

(listing goes on)
SMILES	core dimer inh	TPT1 inhibitor	PP5 inh	Fh CTSL1 inh	PP1 inh	GASC-1 inh	procasp7 counter	Efflux pump inh	proCasp3 act
COc1cc2[nH]c(=O)n(CCC(=O)NC3CCCC3)c(=O)c2cc1OC	0	-4	1.6	-2	-3	-9	1	0.1	13
O=C(Nc1ccc(F)cc1)NC1(C(=O)NCc2cccs2)CCCCC1	-2	0	-1.1	0	3	-3	2	0.1	1
COc1ccc(C2C(=O)N(C3CCCCC3)CC(=O)N2C2CCCCC2)cc1 (stereo unspecified)	0	3	3.5	0	0	1	13	0.1	-2
O=c1c2ccccc2nc2c3ccccc3c(NCc3ccco3)nn12	9	-1	-0.8	3	2	35	-10	0.0	-4
O=C1CCC(=O)N1c1ccccc1-c1ccccc1	7	-3	1.6	2	-2	-2	9	-0.1	-4
CCNC(=O)[C@H]1O[C@@H](n2cnc3c(N)nc(NCCc4ccc(CCC(=O)O)cc4)nc32)[C@H](O)[C@@H]1O	3	-1	-1.1	-1	-4	19	-9	0.0	4
CCCN1CCN(CCCNC(=O)c2cc3c(=O)oc4ccc(C)cc4c3s2)CC1	-4	-2	-2.0	-6	-3	25	13	0.0	8
O=C(NCSc1ccccc1)c1ccccc1	-10	-1	-0.1	-5	2	-6	0	0.2	-1
CCN(CCCNC(=O)C1CCC(=O)N1Cc1ccc(F)cc1)c1cccc(C)c1 (stereo unspecified)	-6	-6	0.3	0	-2	-5	4	0.0	4
O=c1c2[nH]c3ccccc3c2nc2n1CCCS2	-5	0	-1.3	-3	-4	47	5	-0.1	-2
CCOc1ccc(S(=O)(=O)N2CCN(Cc3ccccc3)CC2)c2cccnc12	3	-1	0.1	4	0	1	4	0.0	1
N#Cc1nc(-c2ccc([N+](=O)[O-])cc2)oc1N1CCCCC1	-4	6	2.0	-5	-3	-21	4	0.2	2
Cc1nc2sc(C(c3cccs3)N3CCOCC3)c(O)n2n1 (stereo unspecified)	5	1	-1.6	4	-1	-4	-5	0.1	8
CCC(C)c1c(O)nc(SCc2ccccc2)[nH]c1=O (stereo unspecified)	-5	0	1.2	-2	0	-1	1	0.0	-1
CC(C)N1CCN(Cc2cc(F)ccc2-n2cccn2)CC1CCO (stereo unspecified)	-1	-1	3.3	-2	1	2	-5	0.0	4
COc1ccc(OC)c(NC(=O)c2cccc(C)c2[N+](=O)[O-])c1	2	2	1.9	0	2	6	3	0.0	2
CCCCC1=CC2=CC(=O)C(C)(OC(=O)CC)C(=O)C2=CN1c1cccc(C#N)c1 (stereo unspecified)	7	-8	0.3	12	-6	-9	-4	0.2	-3
Cc1ccc(NC(=O)Nc2ccc3oc(C)nc3c2)cc1	-4	0	2.0	-4	7	-2	5	-0.2	0
CC(C)Cc1cc(CN2CCC(CO)(Cc3ccccc3)CC2)[nH]n1	1	0	0.6	1	1	6	10	-0.1	7
COc1ccc(NC(=O)C(c2ccccc2)c2ccccc2)c(OC)c1	1	-1	2.8	-3	-4	1	8	0.1	2
CCOc1cc2c(cc1C=O)OC(C)C2 (stereo unspecified)	-15	0	-9.1	4	-3	2	0	-0.1	1
CC1CC(C)CN(S(=O)(=O)c2ccc(C(=O)NN3CCOCC3)cc2)C1 (stereo unspecified)	-12	-2	1.5	-4	1	-1	-1	-0.1	-6
CN1CCN(Cc2nc3ccccc3c(=O)n2CC#N)CC1	10	0	-0.1	-3	-4	-5	-3	0.0	8
CS(=O)(=O)c1ccc2nc(NC(=O)c3ccc(=O)[nH]c3)sc2c1	9	4	0.3	5	1	0	8	0.1	5
O=Cc1cnc(N2CCOCC2)nc1	-5	-4	3.2	-2	-3	-2	-4	-0.5	7
Next part
SMILES	core dimer inh	TPT1 inhibitor	PP5 inh	Fh CTSL1 inh	PP1 inh	GASC-1 inh	procasp7 counter	Efflux pump inh	proCasp3 act
CCC(C)[C@H](NC(=O)Nc1ccc(C(C)=O)cc1)C(=O)OC (stereo partly specified)	1	0	0.9	2	-3	-17	1	-0.1	9
c1csc(-c2nc3c4ccccc4c4ccccc4c3[nH]2)c1	-9	0	4.4	8	4	0	3	0.4*	-3
COc1ccc(S(=O)(=O)Nc2ccc(S(=O)(=O)N3CCOCC3)cc2)cc1C	2	4	-4.0	6	-2	9	-16	-0.1	-6
COC(=O)c1sc(NC(=O)C(C)C)c(C(=O)OC)c1C	4	1	-2.5	-6	-4	1	-4	0.3	-6
O=C(CSc1nnc(-c2ccncc2)o1)c1cccc([N+](=O)[O-])c1	6	-1	-2.8	8	-4	3	-3	-0.1	-4
Cc1ccc(OCC(=O)O)c(-n2nc3ccccc3n2)c1	4	-5	1.6	3	1	x	0	0.1	1
Cc1noc(C)c1S(=O)(=O)Nc1ccccc1OC(F)(F)F	3	0	-2.7	4	-7	-6	12	-0.1	7
Cc1ccc2nc(NC(=O)CSc3nc(=O)n(CCN(C)C)c4c3CCCC4)sc2c1	0	-3	0.5	4	1	-3	3	-0.1	2
COc1ccc(OC)c(N2C(=O)c3cccnc3C2=O)c1	0	-1	1.6	2	0	-302	0	0.1	4
Cc1nc2cc3c(cc2c(C)c1C(=O)OC(C)C)OCO3	4	1	-1.3	4	-3	0	7	-0.8	8
C/C(=N\N=C1\NC(=O)C(CC(=O)Nc2ccc(C)c(Cl)c2)S1)C(C)C (stereo unspecified)	1	0	8.2	-1	3	5	0	-0.1	-3
COc1ccc(C(=O)CC(=O)C(=O)Nc2cccc(C(C)=O)c2)cc1	3	-1	3.7	4	7	-22	-5	-0.1	-5
C=CCSc1nc(C)c(CC(=C)C)c(=O)[nH]1	5	0	-0.1	-2	-3	0	-2	0.0	-2
O=C1CCCc2nc(N3CCN(c4ccccc4)CC3)ncc21	-3	-2	-1.0	2	-1	-3	-6	0.0	6
O=C(CCNc1cccc(F)c1)c1cc2ccccc2o1	3	2	0.8	0	-2	9	-24	0.1	-5
Cc1c(CN2CCC(CO)(Cc3cccc(C(F)(F)F)c3)CC2)c2ccccc2n1C	-5	-1	1.4	8	-1	-4	7	-0.1	5
CCOC(=O)c1[nH]c(C)c(C(=O)OCC(=O)N2CC(=O)Nc3ccccc32)c1C	1	-4	0.8	2	-1	2	-9	-0.1	-3
Cc1ccccc1NC(=S)NCc1ccc(Cl)cc1	0	-1	-0.6	-3	-3	-6	4	0.2	8
COc1ccc2c(Cl)c(C(=O)N/N=C/c3ccncc3)sc2c1	2	2	-0.1	-2	40*	-43	6	-0.2	-1
